Screening data as filed in PubChem BioAssay.
CAL PDZ FP-1 – untagged CAL PDZ binding inhibitors, primary screen, biochemical, fluorescence polarization, HTS | 300,000 compounds, 0.92% hits | AID 602252, 2012 | inhibition, % at 24.9 µM | purified CAL PDZ, TMR-peptide fluorescence polarization, 1 h | Golgi-associated PDZ and coiled-coil motif-containing protein (Homo sapiens), Q9HD26;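 active = mean inhibition of at least 30% with at least half of replicates also reaching 30%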;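 note: 0% = DMSO neutral control and 100% = excess unlabeled competitor peptide PRC23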
Pemphigus Ab inh – inhibitors of pemphigus antibody binding to DSG3, primary screen, biochemical, bead-based, flow cytometry, scFv-GFP. Desmoglein-3 (Homo sapiens), P32926. DSG3-coupled beads, scFv-anti-DSG3-GFP binding; stronger effect = lower value. binding (percent of control), % at 10 µM. 310,000 compounds, 0.48% hits. AID 588358, 2011;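 active = binding more than 3 SD below its plate's average and above zero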; note: some compounds called inactive have numbers as strong as hits
LANA DNA inh – inhibitors of KSHV C-LANA binding to DNA, primary screen, biochemical, fluorescence polarization, FAM-LBS DNA, MBP-C-LANA, single point; inhibition, % at 9 µM; AID 504423, 2011; Kaposi's sarcoma herpesvirus LANA C-terminal domain (residues 932-1162) DNA binding; 340,000 compounds, 0.078% hits;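 active = highest replicate inhibition at or above 60% at 9 µM, even if other replicates fall short; inactive = all replicates below 60% inhibition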;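 note: 0% = neutral control wells and 100% = 4 µM acridine orange control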
RTF Ca sens inh – cardiac RTF calcium sensitivity inhibitors, primary screen, biochemical, IANBD-TnC fluorescence, EC70 calcium; Troponin I, cardiac muscle (Homo sapiens) + Troponin T, cardiac muscle (Homo sapiens) + …; IANBD-labeled cardiac RTF, Ca2+ fluorescence; inhibition, % at 7.15 µM; 340,000 compounds, 0.12% hits; AID 493244, 2011;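 active = inhibition above the mean inhibition of all tested compounds plus 3 SD, cut at about 17% in these data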;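 note: assay run at fixed EC70 calcium of 1.6 mM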
NSD2 HMT inh – NSD2 histone methyltransferase inhibitors, primary screen, biochemical, AlphaScreen, single concentration, set 2; Histone-lysine N-methyltransferase NSD2 (Homo sapiens), O96028; NSD2 peptide methylation, 120 min; inhibition, % at 12.5 µM; 310,000 compounds, 0.54% hits; AID 743445, 2014; in the data active = inhibition above about 50%
CAL PDZ FP-2 – CAL PDZ peptide-binding inhibitors, primary screen, biochemical, fluorescence polarization, Cer-tagged CAL PDZ, HTS. Golgi-associated PDZ and coiled-coil motif-containing protein (Homo sapiens), Q9HD26. purified CAL PDZ, TMR-peptide fluorescence polarization, 1 h. inhibition, % at 20 µM. 330,000 compounds, 0.02% hits. AID 504414, 2011;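 active = highest replicate inhibition of at least 40%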;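 note: plate controls were DMSO neutral control wells for no effect and unlabeled competitor peptide control wells for full effect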
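material = purified tagged CAL PDZ domain construct (CerCALP) | compound dosing = 20 µM, one dose | times = 1 h at RT | measured by = fluorescence polarization from S- and P-plane intensities, G-factor corrected | read-out = inhibition from polarization loss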
DAGLB inh – DAGLB lipase inhibitors, primary screen, biochemical, fluorescence, HTS; Diacylglycerol lipase-beta (Homo sapiens), Q8NCG7; HEK293T DAGLB membrane lysate, EnzChek fluorogenic substrate; inhibition, % at 5.17 µM; 340,000 compounds, 0.059% hits; in the data active = inhibition above about 34%;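 note: 0% = enzyme with vehicle and 100% = wells lacking enzyme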
Keap1 Nrf2 FP – Keap1-Nrf2 protein-protein interaction inhibitors, primary screen, biochemical, fluorescence polarization, single point; 340,000 compounds, 0.15% hits; AID 504523, 2011; Keap1 Kelch-Nrf2 peptide fluorescence polarization, 1536-well; Kelch-like ECH-associated protein 1 (Homo sapiens), Q14145; inhibition, % at 9.4 µM; in the data active = inhibition above about 12%;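 note: human Keap1 Kelch domain with fluorescein labeled Nrf2 9mer peptide probe; 0% = neutral control wells and 100% = peptide positive control; higher means more block of Keap1 binding to Nrf2 peptide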
Target sequence (Q14145 whole entry, looked up, the tested form may be a part): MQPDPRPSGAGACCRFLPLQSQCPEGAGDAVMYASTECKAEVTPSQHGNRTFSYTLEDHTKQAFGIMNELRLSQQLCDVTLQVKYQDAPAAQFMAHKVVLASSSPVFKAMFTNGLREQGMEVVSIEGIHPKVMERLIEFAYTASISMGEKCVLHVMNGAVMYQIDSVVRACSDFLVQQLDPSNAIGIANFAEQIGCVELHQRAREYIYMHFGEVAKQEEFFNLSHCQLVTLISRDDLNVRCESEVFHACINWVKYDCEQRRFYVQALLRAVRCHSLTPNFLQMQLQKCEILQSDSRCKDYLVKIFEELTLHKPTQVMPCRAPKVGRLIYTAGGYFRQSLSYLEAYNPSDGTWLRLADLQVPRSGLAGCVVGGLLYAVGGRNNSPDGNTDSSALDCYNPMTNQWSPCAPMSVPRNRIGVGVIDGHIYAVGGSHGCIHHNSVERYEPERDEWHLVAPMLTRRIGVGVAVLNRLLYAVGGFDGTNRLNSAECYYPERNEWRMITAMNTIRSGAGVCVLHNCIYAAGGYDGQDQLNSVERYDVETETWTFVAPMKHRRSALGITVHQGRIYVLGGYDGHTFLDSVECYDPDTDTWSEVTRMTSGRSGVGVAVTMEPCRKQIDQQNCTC
Arrestin-AP2 inh – inhibitors of beta-arrestin/AP2 binding, primary screen, biochemical, GPCR trafficking, flow cytometry; beta-arrestin 1 C-terminal peptide binding to AP2 beta2-adaptin appendage (human); FITC-arrestin peptide / GST-AP2 beads; AP2 beta2 appendage carries R879A mutation; inhibition, % at 10 µM; 340,000 compounds, 0.31% hits; AID 504490, 2011;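 active = inhibition above a set limit, near 3 SD of compounds lacking own fluorescence, cut at about 54% in these data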;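 note: plate controls were DMSO wells for no effect and 5 µM unlabelled arrestin peptide for full effect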
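System: GST-AP2 R879A glutathione beads. Medium: PBS with 0.05% Tween 20 and 0.1% BSA. Also added: FITC-arrestin peptide, 50 nM. Incubation: 12 min plus 1 h, RT. Measured by: high-throughput flow cytometry of beads, ex 488, em 535 nm. Evaluation: percent drop in bead-associated FITC signal.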
V-ATPase pH – regulators of yeast V-ATPase proton pumping, primary screen, pHLuorin cytosolic pH fluorescence; S. cerevisiae; response, % at 10 µM; 350,000 compounds, 0.37% hits; AID 504577, 2011; in the data active = response mostly above about 7.3%, no sharp cut-off; inactive = mostly below about 5.4%; note: actives read high; inactives centre near 0; some compounds called inactive have numbers as strong as hits; reference of the scale not given here
Numbers without * were called inactive; · = not tested or not shown.

SMILES	CAL PDZ FP-1	Pemphigus Ab inh	LANA DNA inh	RTF Ca sens inh	NSD2 HMT inh	CAL PDZ FP-2	DAGLB inh	Keap1 Nrf2 FP	Arrestin-AP2 inh	V-ATPase pH
O=C(CSc1nnc(COc2ccccc2)o1)c1ccccc1	-3	98	-0.8	-7	1	-0.9	-1	-3	0	5
COc1ccccc1CCC(=O)OCC(=O)Nc1cccc(S(=O)(=O)N2CCCCC2)c1	·	99	-3.8	-3	3	-0.4	-5	-8	6	10
C=CCn1c(SCC(=O)N2CCN(c3ccccc3)CC2)nc2c([nH]c3ccccc32)c1=O	-6	91*	0.1	-3	4	0.0	2	-2	-3	-1
COc1ccccc1-c1sc2ccccc2c1-c1ccc(OCCN2CCCCC2)cc1	-3	105	-0.3	1	·	-0.4	2	2	-6	1
COc1ccc(C(CC(=O)O)NC(=O)COc2ccccc2OC)cc1OC (configuration not stated)	1	·	2.1	-5	·	0.5	-1	1	30	5
CCOC(=O)NC(=O)/C(C#N)=N/Nc1c(F)cccc1F	-4	91	-3.0	2	4	0.1	4	0	10	-2
OCCNC(=S)NCc1ccccc1	-4	95	1.5	·	0	0.1	·	-2	-14	-2
C=CCNc1n[nH]c(=S)s1	·	101	·	·	31	·	1	·	·	3
Cc1cc(-c2ccc(C)c(S(=O)(=O)N3CCN(C(=O)c4ccco4)CC3)c2)on1	-5	95	-0.8	-1	-6	-2.9	-1	-6	-14	1
CC1(C(=O)O)CCC(C(=O)NC2CCCCCC2)C1(C)C (configuration not stated)	-3	99	0.5	-11	33	0.4	0	3	18	8
Cc1ccc(-c2nn(CC(=O)N3CCOCC3)c(=O)c3ccccc23)cc1S(=O)(=O)N(C)C	-2	90	0.0	-11	0	-3.1	4	-7	7	5
Cc1ccc(Cl)cc1N1CCN(c2cccc[n+]2C)CC1	·	111	2.1	-5	-1	-0.3	0	-6	-20	5
O=C(Cn1cnc(S(=O)(=O)N2CCOCC2)c1)Nc1ccc(OC(F)(F)F)cc1	-4	·	-1.3	-4	2	-1.2	2	-3	-8	6
CCN(CC)S(=O)(=O)c1ccc(N2CCCC2)c(NC(=O)CSCc2c(C)noc2C)c1	·	105	·	·	0	·	-2	·	·	1
COc1ccc(NC(=O)N(C)C[C@H]2Oc3ccc(NC(=O)CCN4CCOCC4)cc3C(=O)N([C@@H](C)CO)C[C@H]2C)cc1	2	101	0.5	-8	·	-1.4	0	-4	-9	3
COc1ccc2[nH]c(=O)c(-c3noc(-c4ccc(F)cc4)n3)cc2c1	-4	108	-1.5	4	-1	-2.8	-1	0	-11	-3
N#C/C(=C\c1ccc(-c2ccc(Br)cc2)o1)C(=O)NCCc1c[nH]c2ccccc12	-2	91	-0.2	-11	3	-3.2	0	-4	-3	3
O=C(COc1ccc2c3c(c(=O)oc2c1)CCC3)N1CCCC1	-2	88	-0.6	-2	-6	-1.6	2	3	-8	-1
C[C@H](NC(=O)c1ccccc1)C(=O)N1CCN(Cc2ccc3c(c2)OCO3)CC1	10	·	-0.5	-5	-2	-0.5	0	-1	-7	-1
C[C@H](CO)N1C[C@H](C)[C@@H](CN(C)CC2CCCCC2)Oc2c(NC(=O)CCC(F)(F)F)cccc2C1=O	0	100	-2.8	-10	·	0.4	0	2	-1	-2
COc1ccc(C2CC(c3ccccc3)=NN2C(=O)COC(=O)c2cccc(S(=O)(=O)N(C)C)c2)cc1 (configuration not stated)	-6	·	1.0	5	-2	-0.6	-2	-3	11	1
C/C(=N\NC(=O)c1cc(C)[nH]n1)c1cccs1	·	99	-1.1	-1	-1	-0.3	1	0	-23	0
CCOC(=O)[C@H]1[C@H]2COc3ccc(Cl)cc3[C@@H]2N2C(=O)c3cc(F)c(F)cc3NC(=O)[C@@]12C	-4	101	1.6	-2	·	-1.4	-2	-5	2	-2
Cc1ccc(OCCn2c3ccccc3n3nc(C)c(=O)nc23)cc1	-4	87	-0.9	-1	2	-2.4	0	-1	-3	1
COc1cc(NC(=O)c2ccc([N+](=O)[O-])o2)ccc1NC(=O)c1ccco1	-6	101	0.3	3	1	-3.4	5	-1	39	4

An excerpt of these results, as comma-separated lines:
Molecule,CAL PDZ FP-1,Pemphigus Ab inh,LANA DNA inh,RTF Ca sens inh,NSD2 HMT inh,CAL PDZ FP-2,DAGLB inh,Keap1 Nrf2 FP,Arrestin-AP2 inh,V-ATPase pH
COc1ccc(NC(=O)N(C)C[C@H]2Oc3ccc(NC(=O)CCN4CCOCC4)cc3C(=O)N([C@@H](C)CO)C[C@H]2C)cc1,2,101,0.5,-8,·,-1.4,0,-4,-9,3
COc1ccc2[nH]c(=O)c(-c3noc(-c4ccc(F)cc4)n3)cc2c1,-4,108,-1.5,4,-1,-2.8,-1,0,-11,-3
N#C/C(=C\c1ccc(-c2ccc(Br)cc2)o1)C(=O)NCCc1c[nH]c2ccccc12,-2,91,-0.2,-11,3,-3.2,0,-4,-3,3
O=C(COc1ccc2c3c(c(=O)oc2c1)CCC3)N1CCCC1,-2,88,-0.6,-2,-6,-1.6,2,3,-8,-1
C[C@H](NC(=O)c1ccccc1)C(=O)N1CCN(Cc2ccc3c(c2)OCO3)CC1,10,·,-0.5,-5,-2,-0.5,0,-1,-7,-1
C[C@H](CO)N1C[C@H](C)[C@@H](CN(C)CC2CCCCC2)Oc2c(NC(=O)CCC(F)(F)F)cccc2C1=O,0,100,-2.8,-10,·,0.4,0,2,-1,-2
COc1ccc(C2CC(c3ccccc3)=NN2C(=O)COC(=O)c2cccc(S(=O)(=O)N(C)C)c2)cc1 (configuration not stated),-6,·,1.0,5,-2,-0.6,-2,-3,11,1
C/C(=N\NC(=O)c1cc(C)[nH]n1)c1cccs1,·,99,-1.1,-1,-1,-0.3,1,0,-23,0
CCOC(=O)[C@H]1[C@H]2COc3ccc(Cl)cc3[C@@H]2N2C(=O)c3cc(F)c(F)cc3NC(=O)[C@@]12C,-4,101,1.6,-2,·,-1.4,-2,-5,2,-2
Cc1ccc(OCCn2c3ccccc3n3nc(C)c(=O)nc23)cc1,-4,87,-0.9,-1,2,-2.4,0,-1,-3,1
COc1cc(NC(=O)c2ccc([N+](=O)[O-])o2)ccc1NC(=O)c1ccco1,-6,101,0.3,3,1,-3.4,5,-1,39,4

Later entries
SMILES	CAL PDZ FP-1	Pemphigus Ab inh	LANA DNA inh	RTF Ca sens inh	NSD2 HMT inh	CAL PDZ FP-2	DAGLB inh	Keap1 Nrf2 FP	Arrestin-AP2 inh	V-ATPase pH
CCN1C(=O)CSC1=NC12CC3CC(CC(C3)C1)C2	-4	107	-1.1	-2	3	-1.3	-2	8	7	2
Cc1c(Cl)cccc1NC(=O)CC1NCCNC1=O (configuration not stated)	5	·	1.4	-8	0	0.3	-3	1	0	-4
CCC(=O)Nc1cccc(-c2ccc(N3CCCCC3)nn2)c1	-5	101	-0.4	-3	-4	-1.9	2	-2	9	2
COc1cc(OC)cc(C(=O)NC(C(=O)Nc2ccc3c(c2)CCC3)C(C)C)c1 (configuration not stated)	3	101	-0.2	-9	-4	-2.9	4	-3	25	-3
COc1ccc(-c2csc(NC(=O)C3=NN(c4ccccc4)C(=O)CC3)n2)cc1	4	97	1.6	6	0	-1.7	-11	3	6	1
COc1cc(OC)cc(-c2c(C#Cc3ccsc3)c3cc(-c4cc(F)cc(F)c4)ccc3n2C)c1	0	97	-1.3	-2	·	0.9	-1	-2	27	2
CC12CC(c3ccccc3O1)C(/C(N)=N/NC(=O)c1ccc(F)cc1)C(=O)N2 (configuration not stated)	-1	92	1.0	-8	·	-1.4	0	4	1	5
CCc1c(C)sc(NC(=O)c2cc(C)on2)c1C#N	·	103	1.3	-9	3	-1.3	-4	1	-3	-1
CCOC(=O)c1cnc2c(OC)cccc2c1Oc1ccccc1	-6	99	-0.3	-7	-4	-1.7	0	2	-3	9
Cn1nc(C(=O)NNC(=O)c2cccc(Cl)c2)ccc1=O	-4	87	-1.4	0	5	5.2	-1	4	10	-1
O=C(NCCc1cccs1)C1CC(c2ccc([N+](=O)[O-])cc2)=NO1 (configuration not stated)	-5	112	0.1	-10	·	0.6	0	-10	2	3
O=CNCCCc1nc2ccccc2n1Cc1ccccc1	·	93	-0.1	3	-1	-1.4	-2	0	-1	2
c1ccc(-c2cc(N3CCOCC3)nc(-c3ccccc3)n2)cc1	2	89	-0.6	5	-1	0.5	2	-2	21	2
Cc1c(Cl)sn(-c2ccc(Cl)cc2)c1=O	2	72	0.0	-8	-1	0.2	5	-8	5	66*
O=C1C2CC=C(Cl)CC2C(=O)N1CCC[n+]1ccccc1 (configuration not stated)	-2	107	-0.1	-9	8	7.1	4	-2	3	-1
CCN(CC)C(=O)NCc1c(C)cc(C)cc1C	1	99	1.4	-5	-1	-2.6	-1	3	6	-1
O=C(OCc1cc2ccccc2[nH]c1=O)c1cccc([N+](=O)[O-])c1	0	90	-1.2	1	-1	-3.3	0	-1	26	-4
COc1cccc(-n2nc3c(-n4ncc(C#N)c4N)nnc(C)c3c2C)c1	-3	·	-1.0	3	-1	-2.9	3	-7	2	2
C#CCOCCOCCOCCNc1nc(N2CCN(C(=O)[C@H](CCC(=O)O)n3cc(C(N)CC(C)C)nn3)CC2)nc(N2CCN(C(=O)[C@H](Cc3cc4ccccc4[nH]3)n3cc(C(N)CC(C)C)nn3)CC2)n1 (some centres not stated)	-2	108	1.5	-4	·	-0.7	1	-13	-1	0
COc1cc(OC)cc(C(=O)NCC(=O)NCCN2C(=O)S/C(=C\c3ccc4c(c3)OCO4)C2=O)c1	-4	108	0.8	-1	0	-0.7	-3	2	6	1
COc1ccc(CN2CCS(=O)(=O)CC2)cc1OC	·	105	-0.5	-11	-3	-4.8	1	-5	-2	0
Cc1ccc(C(c2nnnn2C2CCCC2)N2CCN3CCCC3C2)cc1 (configuration not stated)	0	104	0.1	-20	0	-1.2	-1	-6	4	0

These rows are one share of the data; rates above refer to the full screens.
